# MC4R ag barr – activates human MC4R beta-arrestin recruitment; activation, % at 8.9 µM; 360,000 compounds, 0.98% hits; U2OS MC4R beta-arrestin complementation, luminescence; percent of melanotan II response, DMSO zero; AID 540308;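 active means activation above a per-plate cutoff, the mean activation of sample wells on that plate plus 3 SD, cut at about 8% in these data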
# iPSC survival up – hiPSC single-cell survival enhancement | survival enhancement, % at 20 µM | 360,000 compounds, 0.044% hits | AID 602274 | ATPlite luminescence; 100% = ROCK inhibitor wells, 0% = DMSO; in the data active means survival enhancement above about 18%;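 further: cells exposed to compounds for 16 hours before the ATP read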
# m5-HT2A agonist – agonists of mouse serotonin 5-HT2A receptor (HTR2A). P35363. CHO-K1 mHTR2A beta-arrestin complementation, luminescence; percent of 30 µM serotonin response. activation, % at 7.6 µM. 360,000 compounds, 0.66% hits;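 active means activation above a run cutoff, the mean activation of all tested compounds plus 3 SD, cut at about 14% in these data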;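 further: 0% = plate median of compound wells and 100% = 30 µM serotonin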
# ABCB6 inh 2 – human ABCB6 transporter inhibition. 360,000 compounds, 0.19% hits. fluorescence ratio to DMSO, % at 10 µM. Q9NP58. K562-ABCB6 porphyrin accumulation, flow cytometry, 1 h; hits give low values;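 active means fluorescence ratio to DMSO below 75%, the collection mean minus 3 SD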;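 further: signal is porphyrin accumulated inside mitochondria; 100% equals median channel fluorescence of DMSO control wells; lower ratio means ABCB6 inhibition with less porphyrin fluorescence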
# Target sequence (Q9NP58 whole entry, looked up): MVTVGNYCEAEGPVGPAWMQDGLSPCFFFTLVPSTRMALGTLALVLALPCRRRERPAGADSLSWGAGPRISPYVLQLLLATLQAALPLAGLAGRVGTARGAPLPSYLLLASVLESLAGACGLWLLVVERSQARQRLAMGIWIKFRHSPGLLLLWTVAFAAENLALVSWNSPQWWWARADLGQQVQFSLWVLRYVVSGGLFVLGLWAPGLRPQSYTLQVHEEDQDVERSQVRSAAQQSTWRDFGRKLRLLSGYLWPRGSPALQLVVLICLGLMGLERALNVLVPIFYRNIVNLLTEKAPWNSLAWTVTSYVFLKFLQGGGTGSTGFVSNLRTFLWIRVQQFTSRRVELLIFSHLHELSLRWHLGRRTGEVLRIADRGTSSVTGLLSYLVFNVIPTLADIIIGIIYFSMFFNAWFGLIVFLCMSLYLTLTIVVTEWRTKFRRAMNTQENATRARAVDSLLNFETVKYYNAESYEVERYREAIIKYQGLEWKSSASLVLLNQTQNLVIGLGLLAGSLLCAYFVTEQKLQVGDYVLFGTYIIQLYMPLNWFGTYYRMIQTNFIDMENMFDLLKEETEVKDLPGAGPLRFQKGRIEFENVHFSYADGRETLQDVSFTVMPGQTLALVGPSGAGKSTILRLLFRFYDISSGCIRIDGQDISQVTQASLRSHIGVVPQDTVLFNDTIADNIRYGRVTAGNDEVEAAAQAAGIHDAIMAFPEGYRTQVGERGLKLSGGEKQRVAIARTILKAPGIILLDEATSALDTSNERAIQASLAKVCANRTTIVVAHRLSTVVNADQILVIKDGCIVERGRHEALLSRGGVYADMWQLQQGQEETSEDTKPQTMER
# Glyco luc inh – blocks N-linked glycosylation in D54 reporter cells. AID 588692. D54 ERlucT glycosylation luciferase reporter, 24 h; percent of 100 nM tunicamycin response. reporter increase, % at 12.5 µM. 360,000 compounds, 0.23% hits;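 active means mean luciferase reporter signal, scaled so untreated is 0 and the glycosylation-blocking control 100, at or above a set limit in every replicate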;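 further: luciferase carries N-glycosylation sites so blocking glycosylation raises the light; 0% = median of neutral control wells and 100% = median of 100 nM tunicamycin wells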
# aDG glyco up – alpha-DG glycosylation activation | activation, % at 10 µM | Pro5-aDG cells, alpha-DG glycosylation AlphaScreen (IIH6); 0% Pro5, 100% B10-LARGE cell signal | 360,000 compounds, 0.22% hits | AID 624168;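 active means activation of at least 8% versus controls, or a plate z-score of at least 8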;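 further: Pro5 are CHO cells carrying HIG-tagged alpha-DG that lacks glycosylation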
# Exocytosis inh – blocks lytic granule exocytosis; inhibition, % at 10 µM; TALL-104 LAMP-1 surface exposure, flow cytometry; cells stimulated with thapsigargin and PMA; 360,000 compounds, 0.66% hits; AID 651702;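 active means inhibition above about 55%, limit read from the data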
# Cardio protect – modulators protecting cardiomyocytes from myocardial damage; H9c2 cardiomyocytes, H2O2 injury protection, ATPLite, 2 h; protection from H2O2 cell death, % at 20 µM; 360,000 compounds, 0.63% hits; AID 588492;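 active means compounds giving at least 50% protection of heart cells from peroxide-induced death in the single-dose screen, raw or plate-pattern-corrected value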;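 further: 0% = DMSO wells with peroxide and 100% = DMSO wells without peroxide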
# ABHD5-PLIN5 inh – ABHD5-PLIN5 protein interaction inhibition; Q00G26+Q8WTS1; Split G. princeps luciferase complementation, luminescence, 4 h; inhibition, % at 4 µM; 360,000 compounds, 0.78% hits; AID 602281;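 active means inhibition above the mean inhibition across every tested compound plus 3 SD, cut at about 22% in these data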;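 further: 0% = DMSO only wells and the 100% control is not disclosed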
# MC4R antag cAMP – antagonists of human melanocortin 4 receptor (MC4R); inhibition, % at 6.5 µM; P32245; MC4R-expressing cells, MTII-stimulated cAMP, LANCE TR-FRET; 360,000 compounds, 0.48% hits;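 active means inhibition above its plate's cutoff, the mean of tested wells on that plate plus 3 SD, cut at about 29% in these data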;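 further: 0% = Melanotan II alone and 100% = Melanotan II plus saturating MCL0020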
#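 System – human MC4R-expressing U2OS cells · Also added – Melanotan II · Dosing – one concentration, 6.5 µM nominal · Timing – 30-min compound, 1-h challenge, 1-h detection, room temperature · Measured by – Eu-cAMP/anti-cAMP TR-FRET, emission 671 nm · Replicates – singlicate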
# Active calls of the source: *; · = not tested or not shown. No enrichment for hits; 4.5% or so of the library scored in one or more.
SMILES,MC4R ag barr,iPSC survival up,m5-HT2A agonist,ABCB6 inh 2,Glyco luc inh,aDG glyco up,Exocytosis inh,Cardio protect,ABHD5-PLIN5 inh,MC4R antag cAMP
CN1CCC(N(C)C(=O)CCc2nc3ccccc3n2-c2ccccc2)CC1,-2.3,1.5,6,94,0,0.1,-1,2,3,16
CNC(=S)N1CCN(c2ccc(Cl)c(Cl)c2)CC1,2.0,0.8,8,101,-2,0.3,1,-10,-2,13
CCc1ccc(NC(=O)c2ccc3c(c2)CCN3S(C)(=O)=O)cc1,0.9,0.2,5,99,-2,-0.1,7,0,-3,11
O=C1CN=C(Nc2cccc(C(F)(F)F)c2)N1C1CCCC1,3.6,0.7,3,99,2,0.0,0,-9,-3,11
COc1ccc(Cn2cccc(NC(=O)Nc3ccc(F)cc3)c2=O)cc1,-3.3,-0.8,-5,92,-3,1.0,-6,-11,-5,3
CCOc1ccc(N(CC(=O)NCc2ccccc2)S(C)(=O)=O)cc1,-1.2,2.0,-3,102,3,0.6,7,1,-3,8
O=C(CN1CCN(c2ccc(F)cc2)CC1)NCC1CCCO1 (stereo unspecified),-1.0,3.1,-1,89,2,0.1,-5,0,1,13
Cc1ccc(OCCCC(=O)NC(C)c2ccccc2)cc1 (stereo unspecified),-1.5,1.8,-2,103,-1,0.1,4,16,-3,4
O=C1c2ccccc2C(=O)N1CC1c2ccccc2CCN1C(=O)CN1CCOCC1 (stereo unspecified),0.5,-1.2,1,107,2,-0.1,-2,18,0,24
O=C1NC[C@H](CCCCN2CCN(CCC3CCCCC3)C(=O)C2=O)N(CCc2ccc(O)cc2)C1=O,·,1.4,1,94,·,0.3,19,·,-1,·
Clc1cccc(CNc2ccn3nc(-c4cccc(Cl)c4)cc3n2)c1,-1.3,2.9,1,93,0,0.2,23,-20,-2,0
O=C(CNc1ccccc1Cl)N/N=C1\CCCc2ccccc21,3.6,-0.1,5,102,0,0.1,-5,6,1,-13
COc1ccc(CC(=O)Oc2cc(C)ccc2C)cc1,-0.9,0.0,0,96,1,-0.1,-1,-9,3,1
Cc1cccc2sc(NNC(=O)c3ccc(S(=O)(=O)N4CCCC(C)C4)cc3)nc12 (stereo unspecified),1.5,0.5,5,89,-8,0.0,3,40,2,8
CC1(C)C(C=C(Cl)Cl)C1C(=O)N1CCN(Cc2ccccc2)CC1 (stereo unspecified),-0.2,0.5,20*,87,-1,0.0,-2,0,3,-3
C=CCNC(=O)C1CC(=O)N(c2ccc(OCC(=O)N3CCCC3)cc2)C1 (stereo unspecified),-0.7,-0.6,-10,102,2,0.0,-5,0,-6,4
O=C(NCCOCc1ccccc1)C(c1ccccc1)c1ccccc1,-1.0,0.3,-1,105,-3,0.8,3,3,1,9
c1cnc2c(C3NCCc4c3[nH]c3ccccc43)cccc2c1 (stereo unspecified),-0.3,4.6,-2,99,8,-0.1,-5,4,8,8
CSc1nc(Oc2cccc(C(F)(F)F)c2)cc(C(F)(F)F)n1,3.4,3.2,0,90,2,0.6,-3,3,5,4
CCOC(=O)C(CCC#N)(CCC#N)C(=O)OCC,2.1,-1.7,2,93,2,-0.1,6,0,2,0
CCCCCc1c(-c2ccc(Cl)cc2)ncn1CCc1ccccc1OC,·,1.6,-8,115,·,0.2,20,·,-12,·
Cc1cc(C)c(Cn2c(=O)n(CCCC(=O)NCc3ccco3)c(=O)c3ccccc32)c(C)c1,2.7,2.7,3,95,-5,0.1,5,0,-3,-2

# 5 entries from above in a different format.
# Value order – MC4R ag barr | iPSC survival up | m5-HT2A agonist | ABCB6 inh 2 | Glyco luc inh | aDG glyco up | Exocytosis inh | Cardio protect | ABHD5-PLIN5 inh | MC4R antag cAMP
COc1ccc(Cn2cccc(NC(=O)Nc3ccc(F)cc3)c2=O)cc1
→ -3.3 | -0.8 | -5 | 92 | -3 | 1.0 | -6 | -11 | -5 | 3
CCOc1ccc(N(CC(=O)NCc2ccccc2)S(C)(=O)=O)cc1
→ -1.2 | 2.0 | -3 | 102 | 3 | 0.6 | 7 | 1 | -3 | 8
O=C(CN1CCN(c2ccc(F)cc2)CC1)NCC1CCCO1 (stereo unspecified)
→ -1.0 | 3.1 | -1 | 89 | 2 | 0.1 | -5 | 0 | 1 | 13
Cc1ccc(OCCCC(=O)NC(C)c2ccccc2)cc1 (stereo unspecified)
→ -1.5 | 1.8 | -2 | 103 | -1 | 0.1 | 4 | 16 | -3 | 4
O=C1c2ccccc2C(=O)N1CC1c2ccccc2CCN1C(=O)CN1CCOCC1 (stereo unspecified)
→ 0.5 | -1.2 | 1 | 107 | 2 | -0.1 | -2 | 18 | 0 | 24

# Three entries out of the list, arranged by SMILES length, smallest number first:
SMILES,MC4R ag barr,iPSC survival up,m5-HT2A agonist,ABCB6 inh 2,Glyco luc inh,aDG glyco up,Exocytosis inh,Cardio protect,ABHD5-PLIN5 inh,MC4R antag cAMP
CCOC(=O)C(CCC#N)(CCC#N)C(=O)OCC,2.1,-1.7,2,93,2,-0.1,6,0,2,0
CNC(=S)N1CCN(c2ccc(Cl)c(Cl)c2)CC1,2.0,0.8,8,101,-2,0.3,1,-10,-2,13
O=C(CN1CCN(c2ccc(F)cc2)CC1)NCC1CCCO1 (stereo unspecified),-1.0,3.1,-1,89,2,0.1,-5,0,1,13
